# Source: PubChem
# MITF inh: human MITF inhibition, primary screen; AlphaScreen MITF homodimerization, bead proximity signal; O75030; inhibition, % at 2.6 µM; 0.91% of 650,000 active; in the data active = inhibition above about 50%;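 note: 0% = vehicle wells with protein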
# TEAD-YAP block: TEAD-YAP interaction inhibition. 1.4% of 640,000 active. HEK-TIYL cells, TEAD-Gal4/YAP UAS-luciferase luminescence. inhibition, % at 9.12 µM; in the data active = inhibition above about 32%;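 note: 0% = median of test compound wells and 100% = reference inhibitor wells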
# GPR151 ag: activates the human receptor GPR151; Q8TDV0; PathHunter beta-arrestin GPR151 cells, luminescence; activation, % at 11.2 µM; 1% of 650,000 active; in the data active = activation above about 4.9%;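 note: 0% = median of compound wells and 100% = cells with positive control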
# FBW7 activator: human FBW7 E3 ligase activation, primary screen. Q969H0. AlphaScreen FBW7–phospho-cyclin E peptide binding, activator screen. normalized activity (activation), % at 26.1 µM. 0.13% of 650,000 active. AID 1259310; in the data active = normalized activity above about 1.9%;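 note: purified mutant Fbw7 with reduced substrate affinity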
# Target sequence (Q969H0 whole entry, looked up): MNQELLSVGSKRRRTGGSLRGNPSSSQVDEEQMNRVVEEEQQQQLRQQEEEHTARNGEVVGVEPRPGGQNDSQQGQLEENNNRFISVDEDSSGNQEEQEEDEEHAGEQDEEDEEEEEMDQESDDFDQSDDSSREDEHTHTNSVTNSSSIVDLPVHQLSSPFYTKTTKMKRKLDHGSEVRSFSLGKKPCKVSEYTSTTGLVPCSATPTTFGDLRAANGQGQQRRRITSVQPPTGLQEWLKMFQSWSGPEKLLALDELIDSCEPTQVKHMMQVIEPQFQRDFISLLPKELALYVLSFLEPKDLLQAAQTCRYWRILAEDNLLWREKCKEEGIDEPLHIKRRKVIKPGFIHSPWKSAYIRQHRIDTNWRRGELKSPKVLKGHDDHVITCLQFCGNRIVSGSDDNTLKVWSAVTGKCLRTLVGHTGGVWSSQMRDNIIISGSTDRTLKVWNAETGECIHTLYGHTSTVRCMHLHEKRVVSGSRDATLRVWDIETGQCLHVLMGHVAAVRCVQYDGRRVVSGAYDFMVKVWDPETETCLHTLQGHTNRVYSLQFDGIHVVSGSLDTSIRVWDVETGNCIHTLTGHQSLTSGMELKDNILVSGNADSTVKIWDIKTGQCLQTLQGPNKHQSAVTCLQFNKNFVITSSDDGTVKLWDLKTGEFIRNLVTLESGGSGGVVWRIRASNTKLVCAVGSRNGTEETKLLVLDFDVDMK
# Active calls of the source: *.
SMILES,MITF inh,TEAD-YAP block,GPR151 ag,FBW7 activator
O=C(COc1ccc(Cl)cc1)Oc1ccc2c3c(c(=O)oc2c1)CCC3,9.8,-4.2,0.1,-0.2
CC(C)CCOc1ccc(C(=O)NN)cc1,3.8,6.6,-1.8,0.1
Cc1nnc(NC(=O)CCCl)s1,-13.2,2.5,1.4,0.1
COc1ccc(C(=O)Nn2c(SCc3cccc(F)c3)nc3ccccc3c2=O)cc1,-6.4,77.0*,0.0,0.0
Cc1cc(C)nc(NS(=O)(=O)c2ccc(NC(=O)c3sc4nc5c(cc4c3N)CCC5)cc2)n1,-7.9,-8.2,-1.3,0.0
CCOC(=O)CN1C(=O)S/C(=C/c2cc(Cl)c(O)c(Br)c2)C1=O,-4.4,-4.0,1.4,-0.2
CCOC(=O)c1cnc2c(OC)cccc2c1Nc1cnc2ccccc2c1,0.1,-2.9,-0.9,0.0
O=C(O)CNC(=O)CNS(=O)(=O)c1ccc(Br)cc1,5.3,-1.7,1.5,0.5
O=C(NNC(=O)c1ccccc1C(=O)O)c1ccc([N+](=O)[O-])cc1,21.4,-18.1,-1.6,0.5
C[C@@H](Cn1nnc2ccccc21)NC(=O)Cn1ncc2ccccc2c1=O,-4.7,-7.2,0.0,-0.1
CCOc1cc(C(=O)Nc2nc(-c3ccc(Oc4ccccc4)cc3)cs2)cc(OCC)c1OCC,-9.9,12.0,-0.4,-0.2
O=C(NC1CC1)C1CCN(C2CCN(Cc3cccc(OC4CCCC4)c3)CC2)CC1,4.9,3.1,2.7,0.7
CC[C@@H]1NC(=O)[C@@H]2C[C@H](NC(=O)c3ccccc3)CN2C1=O,6.2,-6.5,-1.8,0.8
CC(C)NC(=O)Cn1c(SCC(=O)N2CC(=O)Nc3ccccc32)nc2ccccc21,16.7,5.8,-3.0,0.6
Cc1cc(SCC(=O)OCc2ccccc2)nc(=O)[nH]1,-0.1,7.0,0.2,0.0
COc1ccc(NC(=O)CSc2nc3ccccc3c(=O)n2CCC(=O)NC2CCCCC2)c(OC)c1,-5.3,-3.7,-1.1,-0.1
Cc1ncc2c(NCC3CCCO3)nc3ccccc3n12 (stereo not given),5.6,0.6,-0.7,-0.2
O=C(Nc1ccccc1)NC1CC2CCC(C1)N2CC(=O)N1CCCC1 (stereo not given),8.6,1.4,0.1,-0.1
CCc1ccc(-n2c(SCC(=O)Nc3nc(C)cs3)nnc2-c2ccncc2)cc1,-10.2,-2.0,-0.8,0.7
O=C1C=C(NC(=O)Nc2ccc(Cl)c(Cl)c2)CCC1,-3.4,-11.8,0.8,0.1
CC1CCCC(NC(=O)c2ccc3c(c2)NC(=O)CS3)C1C (stereo not given),0.7,-11.1,0.7,0.0
O=C(NCc1cccc(Cl)c1)c1ccc2nc3ccccc3c(=O)n2c1,-11.0,-12.1,-0.4,-0.1
O=C(c1ccc2c(c1)OCCO2)C1CCN(C(=O)C2CC2)CC1,8.5,-8.0,-0.2,0.1
CN(C)CCN(C)C(=O)c1ccc(-c2cccc(O)c2)nc1N(C)C,-5.3,7.5,0.3,-0.1
O=C(/C=C/c1ccccc1)NC12CC3CC(CC(C3)C1)C2,0.9,-49.2,1.0,-0.1
CC(=O)N(Cc1cccs1)Cc1cc2ccc(C)c(C)c2[nH]c1=O,1.0,5.8,-0.3,-0.1
CCCCN(C1CCS(=O)(=O)C1)S(=O)(=O)c1cccc([N+](=O)[O-])c1 (stereo not given),-7.7,-5.2,0.6,0.3
Cc1cc(CN(C)C)c(O)c(CCc2ccccc2)n1,2.9,0.4,0.1,-0.1
COc1ccc(C(=O)CN2CCN(S(=O)(=O)c3cc(Cl)ccc3OC)CC2)cc1,-3.7,0.0,0.2,-0.1
CCOCCOC(=O)C(C)Sc1n[nH]c(=O)[nH]c1=O (stereo not given),2.2,16.7,1.1,-0.1
COc1ccccc1C(=O)Nc1ccnn1C1CCN(Cc2ccncc2)CC1,-3.8,1.4,2.6,0.0
COc1ccc(S(=O)(=O)NCc2nc(-c3ccc(Cl)cc3)no2)cc1,-1.0,-0.9,-0.9,-0.1
O=C(NCCN1CCOCC1)c1ncn[nH]1,4.8,-0.9,-0.6,-0.3
O=C(CCc1ccccc1)n1nc(-c2cccnc2)nc1NCc1cccs1,-13.1,0.5,0.5,1.4
CC#CCN1C(=O)NC(CCc2ccccc2)(C2CCN(Cc3ccccn3)CC2)C1=O (stereo not given),-1.9,-2.7,1.9,0.0
O=C1CSC(c2cc3c(cc2[N+](=O)[O-])OCO3)N1c1ccccc1 (stereo not given),6.9,6.0,-0.5,0.1
COc1ccccc1NS(=O)(=O)c1ccc2c(c1)NC(=O)C(C)C(=O)N2 (stereo not given),7.6,-12.2,-0.1,-0.2
COc1ccccc1NC(=O)CC1Sc2ccccc2NC1=O (stereo not given),6.4,-4.8,-0.2,0.0
O=C(Nc1ccc(Cl)c(C(F)(F)F)c1)C1CC1,-0.2,5.4,0.0,0.0
COc1ccc(C2Nc3ccccc3C(=O)N2c2ccc(Cl)cc2)cc1CSc1ccccn1 (stereo not given),-9.4,-61.8,-2.4,0.2
CC(=O)N(c1cc2sc(=O)oc2c2ccccc12)S(=O)(=O)c1ccccc1,2.1,-3.9,3.6,-0.2
CCN1C(=O)/C(=C2/C=CC=CN2C)SC1=Nc1ccc(Cl)cc1,7.7,-2.1,0.6,-0.2
O=C(NCc1ccncc1)c1ccc(OC2CCN(Cc3cc4ccccc4o3)CC2)cc1,2.6,44.9*,2.9,-0.1
COc1ccc(OC)c(Nc2nc(-c3cc4ccccc4oc3=O)cs2)c1,5.2,2.9,0.1,-0.1
Cc1nc2ccc(S(=O)(=O)NC(CC(C)C)C(=O)N3CCOCC3)cc2s1 (stereo not given),11.9,2.1,-0.1,0.1
O=C(Nc1ccc(F)cc1F)C1CCN(C(=O)c2ccccc2Cl)CC1,5.0,2.4,1.6,-0.1
CCOC(=O)c1cccc(C(=O)Oc2ccc(OC(=O)c3cccc(C(=O)OCC)n3)cc2)n1,-7.7,-1.2,0.2,0.0
Cc1[nH]n(-c2ccc(Br)cc2)c(=O)c1/C=N/NC(=O)c1ccccc1[N+](=O)[O-],3.9,-1.3,-1.9,0.1

# The list goes on, starting with the last 7 of the part before.
SMILES,MITF inh,TEAD-YAP block,GPR151 ag,FBW7 activator
CCN1C(=O)/C(=C2/C=CC=CN2C)SC1=Nc1ccc(Cl)cc1,7.7,-2.1,0.6,-0.2
O=C(NCc1ccncc1)c1ccc(OC2CCN(Cc3cc4ccccc4o3)CC2)cc1,2.6,44.9*,2.9,-0.1
COc1ccc(OC)c(Nc2nc(-c3cc4ccccc4oc3=O)cs2)c1,5.2,2.9,0.1,-0.1
Cc1nc2ccc(S(=O)(=O)NC(CC(C)C)C(=O)N3CCOCC3)cc2s1 (stereo not given),11.9,2.1,-0.1,0.1
O=C(Nc1ccc(F)cc1F)C1CCN(C(=O)c2ccccc2Cl)CC1,5.0,2.4,1.6,-0.1
CCOC(=O)c1cccc(C(=O)Oc2ccc(OC(=O)c3cccc(C(=O)OCC)n3)cc2)n1,-7.7,-1.2,0.2,0.0
Cc1[nH]n(-c2ccc(Br)cc2)c(=O)c1/C=N/NC(=O)c1ccccc1[N+](=O)[O-],3.9,-1.3,-1.9,0.1
O=C(NCc1ccccc1)c1cncc(-c2ccccc2)c1,-4.5,-6.8,0.6,-0.1
CCOc1ccc(N2C(=O)C3C4CC(C(Br)C4Br)C3C2=O)cc1 (stereo not given),2.2,6.0,1.3,0.9
COC(=O)c1ccc(CSc2ccc(Cl)cc2)cc1,-3.2,-27.6,-0.4,0.4
COc1ccccc1/C=C/C(=O)Oc1cccnc1,10.8,12.4,-0.8,0.1
O=C(c1ccccc1)c1ccccc1C(=O)N1CCN(Cc2ccccc2)CC1,10.1,0.2,-0.2,-0.1
Cn1c(=O)c(C#N)c(-c2ccccc2)n2cnnc12,6.2,-1.5,-0.2,-0.1
COc1ccccc1C(=O)Nc1c2c(nn1-c1cc(C)cc(C)c1)CSC2,5.7,8.3,1.1,0.0
O=C(NCCc1ccccc1)c1cccnc1,6.6,-49.7,-0.5,0.1
CCOC(=O)N1CCC(N2C(=O)c3ccccc3C2Nc2ccc(C)c(C)c2)CC1 (stereo not given),-5.7,-10.1,0.6,-0.3
CCOC(=O)c1c(NC(=O)c2ccc(S(=O)(=O)N(CC(C)C)CC(C)C)cc2)sc2c1CCN(C(C)C)C2,9.2,-15.8,-1.4,0.2
CC(C)CCNC(=O)c1ccc(Br)cc1,10.5,-34.7,0.4,-0.1
O=C(Nc1ccccc1F)c1cccc(-n2cnnn2)c1,-20.2,3.5,0.1,-0.1
COc1ccc(N2C(=O)CC(N(CCc3ccccc3)C(C)=O)C2=O)cc1 (stereo not given),3.5,5.1,-0.9,0.1
CC(C)OC(=O)COc1ccc2c(c1)oc(=O)c1ccccc12,4.5,6.3,0.2,-0.1
CCCCSc1nnc2c(n1)OC(c1ccccc1C)Nc1ccccc1-2 (stereo not given),23.2,-16.4,0.6,0.5
CCS(=O)(=O)N1CCC(C(=O)Nc2cc(Cl)ccc2O)CC1,6.8,-2.7,2.6,-0.1
O=C(/C=C/c1ccc(Cl)cc1)Nc1cccc(C(F)(F)F)c1,-3.5,-2.6,1.3,0.0
CCOC(=O)CNC(=O)c1cc(OC)cc(OC)c1,4.4,9.7,-0.7,0.1
O=C(CC1CCCCC1)NCCS(=O)(=O)N1CCc2ccccc2C1,-7.4,2.6,0.7,0.0
Cc1ccc(S(=O)(=O)NC(=O)NCC2CC3C=CC2C3)cc1 (stereo not given),-8.3,0.2,1.5,0.0
CN1C(=O)CC(C(=O)NCCc2ccccc2)SC1=Nc1cccc(F)c1 (stereo not given),-10.2,1.3,3.2,-0.1
Cc1ccccc1-n1c(SCC(=O)Nc2ccc3c(c2)OCCO3)nc2[nH]ncc2c1=O,-1.4,26.9,-1.7,0.0
COc1cc(N2C(=O)CSC23C(=O)Nc2ccccc23)cc(OC)c1OC (stereo not given),-6.0,-8.6,-0.5,-0.1
C/C=C(\C)CN1CCC2(CC1)c1ccccc1[C@@H](NC(=O)C(C)C)[C@@H]2OC,4.3,1.9,0.3,-0.2
CC(NC(=O)c1ccco1)c1nnc2n1CCN(Cc1ccc3c(c1)CCCN3C)CC2 (stereo not given),14.2,0.2,-0.4,-0.1
CC(=O)NC(CC(C)C)c1nnc2n1CCN(Cc1ccc(C#CC(C)(C)O)cc1)CC2 (stereo not given),11.4,5.5,-1.2,0.2
Nc1ncnc2nc(N3CCc4ccccc4C3)[nH]c12,6.6,-6.0,-0.9,-0.3
COc1cccc(C(=O)NCc2nnc(SCC(=O)N3N=C(c4cccs4)CC3c3ccc(F)cc3)n2-c2cccc(C)c2C)c1 (stereo not given),0.5,1.7,0.8,-0.1
CSc1ccccc1N1C(=O)NC2CC1(C)Oc1ccc(Cl)cc12 (stereo not given),5.3,9.6,-0.2,0.0
CCOC(=O)c1c(C)n(C)c2ccc(OCC#N)cc12,13.8,10.7,7.1*,0.0
CC(=O)Nc1ccc(Nc2cc(Nc3ccc(-n4ccnc4)cc3)ncn2)cc1,1.2,-4.4,-3.0,-0.1
O=C(CCn1cnc2ccccc2c1=O)Nc1ccc(F)c(C(F)(F)F)c1,-0.6,3.6,-1.1,0.0
Cc1ccc(S(=O)(=O)Nc2ccccc2CNc2nc3ccccc3n2C)cc1,3.0,-8.5,-0.8,0.3
CCOC(=O)N1CCC(NC(=O)c2oc(=O)c3ccccc3c2-c2ccc(C)cc2)CC1,8.5,-16.8,0.4,0.3
O=C(O)c1cc(C(=O)O)c(=O)[nH]c1-c1ccc(C(F)(F)F)cc1,-1.5,9.7,-1.0,-0.4
Cc1cccc2cc(C3CC(c4ccc(Br)cc4)=NN3C(=O)CCC(=O)O)c(Cl)nc12 (stereo not given),-13.0,6.0,0.3,-0.1
COc1ccc(-c2cc(C(=O)NC(C)CCc3ccccc3)c3ccccc3n2)cc1 (stereo not given),11.8,-1.5,-0.8,-0.1
O=C(Cn1ccn(-c2ccccc2)c(=O)c1=O)c1ccc(F)cc1,13.7,-3.9,-0.1,0.6
O=C(O)C1CCCCC1C(=O)Nc1cccnc1 (stereo not given),4.8,1.5,-0.6,-0.1
CCOc1ccc(C(=O)Nc2ccc(N3CCCCS3(=O)=O)cc2)cc1,-8.5,-34.2,-0.9,-0.3
C=CCSc1nnc(Cc2nnc(SCC=C)n2-c2ccccc2)n1-c1ccccc1,-3.3,-0.8,-0.1,0.0
Cc1nc(N/N=C/c2ccccc2F)cc(N2CCCCC2)n1,11.4,5.7,-1.2,-0.1
CN(Cc1cccc(C(F)(F)F)c1)C(=O)CC1C(=O)NCCN1Cc1ccccc1 (stereo not given),7.4,1.1,0.0,0.3
CCCNC(=O)Cn1cnc2sc(C(=O)N3CCCCC3CC)c(C)c2c1=O (stereo not given),6.6,1.8,1.9,0.0
COc1cccc(C(=O)Nc2nnc(CCS(=O)(=O)c3cc(Cl)ccc3Cl)s2)c1,8.7,-5.8,-0.5,0.1
CC(C)Cc1ccc2c(N)c(C(=O)O)sc2n1,6.8,-23.2,2.9,0.1
CCn1c2ccccc2c2cc(CN3CCN(Cc4ccc(SC)cc4)CC3)ccc21,62.8*,12.3,-1.5,-0.2
Cc1sc2c(c1C)c(=O)n(CCc1ccccc1)c(=O)n2CC(=O)NCc1ccco1,6.8,1.1,-0.5,0.1
COc1cccc(NC(=O)COc2ccc(C)cc2Br)c1,1.2,-68.1,0.4,0.1
CC1(CNC(=O)COc2ccccc2)C2CC3CC(C2)CC1C3 (stereo not given),15.9,-8.0,-0.4,-0.1
O=C(N/N=C/c1ccc(F)cc1)c1ccccc1Br,5.2,-34.0,-0.5,0.3
